NSD2 inh – NSD2 (human) methyltransferase inhibition | O96028 | NSD2 peptide methylation, AlphaScreen, 120 min | inhibition, % at 12.5 µM | actives 0.54% (n = 310,000); in the data active means inhibition above about 50%
CAL PDZ FP-1 – human CAL PDZ-peptide interaction inhibition | purified CAL PDZ, TMR-peptide fluorescence polarization, 1 h | inhibition, % at 20 µM | actives 0.02% (n = 330,000) | AID 504414;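 active means highest replicate inhibition of at least 40%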;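 further: plate controls were DMSO neutral control wells for no effect and unlabeled competitor peptide control wells for full effect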
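Test system: purified CerCALP PDZ construct; Compound dosing: one concentration, 20 µM compound; Also added: TMR-labelled reporter peptide T*-PRC34 bound in PDZ groove; Read-out: inhibition from polarization loss; Controls: unlabelled peptide and DMSO controls; Signal: FP readout, S and P plane fluorescence; Incubation: 1 h at RT.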
C-LANA FP – inhibitors of KSHV LANA C-terminal domain DNA binding | AID 504423 | actives 0.078% (n = 340,000) | inhibition, % at 9 µM | MBP-C-LANA/FAM-LBS DNA binding, fluorescence polarization;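 active means highest replicate inhibition at or above 60% at 9 µM, even if other replicates fall short; inactive means all replicates below 60% inhibition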;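 further: 0% = neutral control wells and 100% = 4 µM acridine orange control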
RTF Ca sens inh – cardiac RTF calcium desensitization. actives 0.12% (n = 340,000). IANBD-labeled cardiac RTF, Ca2+ fluorescence. P19429+P45379. inhibition, % at 7.15 µM;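 active means inhibition above the mean inhibition of all tested compounds plus 3 SD, cut at about 17% in these data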;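 further: assay run at fixed EC70 calcium of 1.6 mM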
V-ATPase pHluor – regulators of yeast V-ATPase proton transport; AID 504577; S. cerevisiae, pHLuorin cytosolic pH fluorescence; response, % at 10 µM; actives 0.37% (n = 350,000); in the data active means response mostly above about 7.3%, no sharp cut-off; inactive means mostly below about 5.4%; further: actives read high; inactives centre near 0; some compounds called inactive have numbers as strong as hits
CAL PDZ FP-2 – CAL PDZ (human) peptide binding inhibition | Q9HD26 | AID 602252 | purified CAL PDZ, TMR-peptide fluorescence polarization, 1 h | actives 0.92% (n = 300,000) | inhibition, % at 24.9 µM;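 active means mean inhibition of at least 30% with at least half of replicates also reaching 30%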;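 further: 0% = DMSO neutral control and 100% = excess unlabeled competitor peptide PRC23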
Keap1 Nrf2 FP – disrupts human Keap1 binding to Nrf2 peptide; Keap1 Kelch-Nrf2 peptide fluorescence polarization, 1536-well; Q14145; inhibition, % at 9.4 µM; actives 0.15% (n = 340,000); AID 504523; in the data active means inhibition above about 12%;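 further: human Keap1 Kelch domain with fluorescein labeled Nrf2 9mer peptide probe; 0% = neutral control wells and 100% = peptide positive control; higher means more block of Keap1 binding to Nrf2 peptide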
Arrestin-AP2 inh – human beta-arrestin and AP2 interaction inhibition. FITC-arrestin peptide / GST-AP2 beads, flow cytometry; AP2 beta2 appendage carries R879A mutation. inhibition, % at 10 µM. actives 0.31% (n = 340,000). AID 504490;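 active means inhibition above a set limit, near 3 SD of compounds lacking own fluorescence, cut at about 54% in these data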;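 further: plate controls were DMSO wells for no effect and 5 µM unlabelled arrestin peptide for full effect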
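System: GST-AP2 R879A glutathione beads. Medium: PBS with 0.05% Tween 20 and 0.1% BSA. Also added: FITC-arrestin peptide, 50 nM. Incubation: 12 min plus 1 h, RT. Measured by: high-throughput flow cytometry of beads, ex 488, em 535 nm. Evaluation: percent drop in bead-associated FITC signal.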
DAGLB inh – blocks human DAGLB lipase activity. Q8NCG7. HEK293T DAGLB membrane lysate, EnzChek fluorogenic substrate. inhibition, % at 5.17 µM. actives 0.059% (n = 340,000); in the data active means inhibition above about 34%;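 further: 0% = enzyme with vehicle and 100% = wells lacking enzyme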
DSG3 Ab inh – blocks pemphigus antibody binding to human desmoglein-3; P32926; DSG3-coupled beads, scFv-anti-DSG3-GFP binding, flow cytometry; hits give low values; binding (percent of control), % at 10 µM; actives 0.48% (n = 310,000);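 active means binding more than 3 SD below its plate's average and above zero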;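 further: hits lower antibody fragment binding to DSG3; some compounds called inactive have numbers as strong as hits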
Target sequence (P32926 whole entry, looked up, the tested form may be a part): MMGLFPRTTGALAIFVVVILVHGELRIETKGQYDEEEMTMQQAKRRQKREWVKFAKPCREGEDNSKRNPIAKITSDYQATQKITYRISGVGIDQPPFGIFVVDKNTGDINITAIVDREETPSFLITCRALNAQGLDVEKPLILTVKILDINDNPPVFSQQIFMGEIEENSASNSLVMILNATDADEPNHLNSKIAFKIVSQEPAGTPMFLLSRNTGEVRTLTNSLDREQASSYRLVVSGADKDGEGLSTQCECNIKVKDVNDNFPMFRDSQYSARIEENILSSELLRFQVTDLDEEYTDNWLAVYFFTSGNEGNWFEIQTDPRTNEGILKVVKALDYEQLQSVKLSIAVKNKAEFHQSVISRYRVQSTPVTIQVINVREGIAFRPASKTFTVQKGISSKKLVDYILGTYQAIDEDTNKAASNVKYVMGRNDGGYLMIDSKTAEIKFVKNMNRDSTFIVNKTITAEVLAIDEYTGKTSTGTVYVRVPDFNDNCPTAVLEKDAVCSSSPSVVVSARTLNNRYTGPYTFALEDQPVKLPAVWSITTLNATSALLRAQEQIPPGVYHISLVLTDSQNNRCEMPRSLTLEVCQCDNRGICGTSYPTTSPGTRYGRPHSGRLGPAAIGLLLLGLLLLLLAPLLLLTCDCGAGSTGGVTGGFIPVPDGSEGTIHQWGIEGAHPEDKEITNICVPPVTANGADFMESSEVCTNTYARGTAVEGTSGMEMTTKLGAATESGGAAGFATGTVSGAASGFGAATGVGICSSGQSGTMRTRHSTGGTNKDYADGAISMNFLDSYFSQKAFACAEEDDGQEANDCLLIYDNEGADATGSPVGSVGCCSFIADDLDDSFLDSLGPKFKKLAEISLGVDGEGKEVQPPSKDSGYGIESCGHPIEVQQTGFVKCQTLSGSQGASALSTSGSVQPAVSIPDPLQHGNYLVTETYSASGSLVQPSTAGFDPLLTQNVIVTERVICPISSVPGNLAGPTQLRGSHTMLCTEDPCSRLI
The depositor's hits bear a star; . = not tested or not shown. An excerpt. The share of hits here may be higher or lower than overall.

SMILES	NSD2 inh	CAL PDZ FP-1	C-LANA FP	RTF Ca sens inh	V-ATPase pHluor	CAL PDZ FP-2	Keap1 Nrf2 FP	Arrestin-AP2 inh	DAGLB inh	DSG3 Ab inh
Cc1cc(N2CCN(S(=O)(=O)c3ccccc3)CC2)nc2c(C)cccc12	-2	-1.3	-0.9	0	-4	-2	-1	50	-8	105
COC(=O)c1ccccc1NS(=O)(=O)c1ccc2[nH]c(=O)[nH]c2c1	-1	-1.9	0.3	-16	1	-4	-1	10	-1	119
CC1CCCCN1C(=O)CSc1ccc(-c2ccc(F)cc2)nn1 (stereo not given)	-2	-0.9	1.0	-8	3	.	4	-2	0	103
CC(C)n1cc(C(N)=S)c(=O)n(Cc2ccccc2)c1=O	11	-2.2	-1.8	-8	1	-3	-6	0	-1	95
COc1ccc(C2c3ccsc3CCN2C(=O)NC(C)(C)C)cc1 (stereo not given)	0	-1.0	-0.5	-1	-4	-3	2	4	-2	108
CN(CC(=O)Nc1c(Cl)cccc1Cl)C(=O)C1=COCCO1	-1	-0.3	0.1	0	-1	-2	-2	0	1	98
Cc1cccnc1NC(=O)c1cccc(NC(=O)CC2SC(N3CCCCC3)=NC2=O)c1 (stereo not given)	0	-0.2	-1.2	3	-1	-1	-3	38	-3	.
COc1ccc(-n2sc3c(c2=S)-c2cc(OC)ccc2NC3(C)C)cc1	1	-1.8	0.9	-7	0	-5	-3	-2	4	95
CCc1nnc(NC(=O)c2ccc(OCc3c(C)noc3C)c(OC)c2)s1	-5	-3.2	1.8	-5	1	-3	-2	18	1	101
O=C(O)Cn1nc2ccccc2n1	-1	0.1	1.8	-7	2	-2	-2	2	2	90
COc1ccc(NC(=O)CCc2nnc3ccc(N4CCC5(CC4)OCCO5)nn23)cc1	2	0.9	-1.1	0	-1	5	-2	31	3	101
CCOC(=O)N1CCN(C(=O)CN(C2CCCCC2)S(=O)(=O)c2ccc(F)cc2)CC1	3	-1.2	1.3	0	4	.	-5	0	-1	105
CC(C)[C@H](NC(=O)N1CCn2c1nc1ccccc12)C(=O)N[C@@H](Cc1ccccc1)C(=O)O	.	-0.6	1.7	-2	-4	-4	-4	4	-4	100
COc1ccc(OC)c(S(=O)(=O)N2CCC3(CC2)CC(=O)c2ccccc2O3)c1	0	-3.9	-0.3	-1	5	1	0	-8	-1	101
CCCNC(=O)C(Cc1ccc(OC)cc1)NC(=O)c1ccc(C#N)cc1 (stereo not given)	.	1.9	0.4	-11	-6	-1	1	2	-6	102
CCCCc1ccc(Nc2nc(CCC)cc(=O)[nH]2)cc1	37	-1.3	1.4	5	-3	1	-4	-1	-5	.
O=C(CCN1C(=O)C2C3C=CC(C3)C2C1=O)Nc1ccccc1F (stereo not given)	0	-1.2	0.1	-5	2	-8	-5	-2	2	109
CC(C)NC(=O)CSc1nc2[nH]ncc2c(=O)[nH]1	-1	-2.0	1.5	-3	-3	-4	-2	-4	-2	90
CCOC(=O)c1ccccc1NC(=O)CSc1nnc(C)c(=O)[nH]1	1	-2.1	1.9	9	-5	2	-5	30	-1	108
Cc1csc(=O)n1CC(=O)OCC(=O)Nc1ccc(Cl)cc1F	-2	-0.3	-0.3	5	3	.	2	21	0	95
COc1ccc(OC)c(S(=O)(=O)NCCCc2ccccc2)c1	-2	0.2	-2.1	-18	-3	.	-4	12	-5	116
CCOc1nc(C#N)nc(N2CCCCC2)n1	.	-0.9	1.7	-3	-5	3	-4	-1	-1	.
CS(=O)(=O)N1CCN(c2nc3ccc(Cl)cc3s2)CC1	5	-0.9	1.2	3	-4	-4	1	30	0	109
CCN(CC)C(=O)C[n+]1cccc(C(N)=O)c1	-1	-2.4	-1.4	-14	1	-3	0	-5	1	89
CCOc1ccc(S(=O)(=O)N2CCC(C(=O)NC3CC3)CC2)cc1Cl	-1	-0.8	-0.5	-33	0	.	-2	-2	-1	.
CC(=O)c1ccc2c(c1)OCCOCCOCCOCCOCCO2	-1	.	.	.	5	.	.	15	.	99
COc1ccc(O)c(-c2cc(-c3ccccc3[N+](=O)[O-])[nH]n2)c1	4	-2.4	0.5	4	0	-2	3	25	0	102
CN(C)/C=C(\C#N)C(=O)Nc1ccc(F)cc1	0	0.1	0.1	2	4	1	-2	23	1	102
O=C(CCn1cncn1)N1CCN(S(=O)(=O)c2ccc(Cl)cc2)CC1	0	-2.2	-0.5	3	2	-4	-1	-9	-3	.
COc1cc(C(=O)OCC(=O)Nc2cc(-c3cc(C)c(C)cc3C)nn2-c2ccccc2)cc(OC)c1OC	45	-2.4	-0.3	-12	-5	0	0	.	0	105

Continued; the last 3 above are carried over.
SMILES	NSD2 inh	CAL PDZ FP-1	C-LANA FP	RTF Ca sens inh	V-ATPase pHluor	CAL PDZ FP-2	Keap1 Nrf2 FP	Arrestin-AP2 inh	DAGLB inh	DSG3 Ab inh
CN(C)/C=C(\C#N)C(=O)Nc1ccc(F)cc1	0	0.1	0.1	2	4	1	-2	23	1	102
O=C(CCn1cncn1)N1CCN(S(=O)(=O)c2ccc(Cl)cc2)CC1	0	-2.2	-0.5	3	2	-4	-1	-9	-3	.
COc1cc(C(=O)OCC(=O)Nc2cc(-c3cc(C)c(C)cc3C)nn2-c2ccccc2)cc(OC)c1OC	45	-2.4	-0.3	-12	-5	0	0	.	0	105
Cc1cccc(N2C(=O)N3[C@H]4c5ccccc5OC[C@@H]4[C@@H](c4ccccc4)[C@@]3(C)C2=O)c1	.	-1.1	0.2	-25	-1	-2	-5	-6	-5	98
Cc1c(CCC(=O)NCC(=O)O)c(=O)oc2cc3occ(-c4ccccc4)c3cc12	1	-5.0	-1.4	1	-3	-10	1	30	-1	84
Cc1cccc(C(=O)N(Cc2cccs2)C2CCS(=O)(=O)C2)c1 (stereo not given)	-2	-1.7	0.4	-16	-4	.	-3	0	0	.
CC[C@]12c3[nH]c4cc(-c5ccco5)ccc4c3CCN1C(=O)[C@@H](CC(=O)NCCCN(C)C)C[C@@H]2C(=O)N1CCN(C(=O)c2ccco2)CC1	.	1.1	2.5	-4	1	-1	-1	33	0	102
O=C(NCCN1CCc2ccccc2C1)C1CCN(S(=O)(=O)N2CCCCC2)CC1	4	-1.6	1.9	3	3	1	-4	3	-4	80
CC(Sc1nnnn1C)C(=O)Nc1ccc2c(c1)OCCO2 (stereo not given)	-2	-0.8	-0.5	2	-2	44*	-1	-4	-1	95
O=c1cc(O)c2sc3nc(C(F)(F)F)c4c(c3c2[nH]1)CCCCC4	-1	-2.9	-0.4	-4	-1	-1	2	39	1	114
CCOC(=O)CC(=O)CSc1ncnc2c1oc1ccccc12	-3	-0.5	1.2	0	-2	-3	-6	6	-1	104
CCCNC(=S)N1CCN(c2nc(-c3ccc(C)cc3)cs2)CC1	-2	-2.2	0.2	-1	0	-5	-2	5	-6	111
O=C(c1cccc([N+](=O)[O-])c1)N1CCCC(C(=O)N2CCCCCC2)C1 (stereo not given)	-1	-1.0	-1.6	2	1	-3	-6	-6	-1	.
CCOc1ccc2oc(C(=O)NCC(c3ccco3)N(C)C)c(C)c2c1 (stereo not given)	-3	-2.4	0.9	-19	9	0	-6	-2	1	109
CCn1nnnc1SCC(=O)Nc1ccc2c(c1)OCO2	-1	-1.0	0.0	-8	-4	0	1	-1	-1	106
CCc1cc(C(=O)N2CCCC(C(=O)c3ccc(Oc4ccccc4)cc3)C2)n(C)n1 (stereo not given)	-1	-0.5	-0.8	-2	-2	-8	4	-1	-1	.
CN(C(=S)Nc1ccc(F)cc1)C(c1ccccc1)c1ccccc1	-2	0.0	-1.0	-5	0	-4	-3	-8	-2	97
Cc1cc(C)n(-c2ccc(C(=O)OCC(=O)Nc3cc(S(C)(=O)=O)ccc3Cl)cc2)n1	0	-0.6	-0.2	-5	1	-2	-3	0	-3	99
Cc1nnc(SCC(=O)NC2CCCCC2)n1-c1ccccc1	-1	.	.	.	-2	.	.	.	0	105
O=C1C=CC(=O)N1Cc1ccccc1	.	-0.7	2.0	-1	0	-1	-3	0	4	92
CCCCN1C[C@H](C)[C@@H](CC(=O)NCc2ccccc2)C1=O	.	-0.8	-0.1	-4	4	-5	1	-8	1	109
Cc1ccc(S(=O)(=O)NNC(=O)CCCCC(=O)NNS(=O)(=O)c2ccc(C)cc2)cc1	0	-0.2	0.1	-6	-2	0	0	18	-3	102
Cn1ccsc1=NC(=O)c1ccccc1F	4	-3.6	-0.7	-9	2	1	-2	.	0	90
Cc1ccc(S(=O)(=O)N(C)C)cc1NC(=O)C(C)OC(=O)c1ccc2c(=O)n3c(nc2c1)CCC3 (stereo not given)	-1	0.5	0.6	-5	0	-5	1	5	-1	89
O=C1NC(=O)c2cc(NC(=O)C3COc4ccccc4O3)ccc21 (stereo not given)	.	-1.6	0.5	-9	-5	-4	1	0	-2	99
Cc1cc(SCC(=O)OCC(=O)c2c(N)n(C)c(=O)n(C)c2=O)c(C)cc1Br	2	26	1.9	-2	0	-5	-5	-5	-6	.
O=C(COc1ccc(S(=O)(=O)N2CCOCC2)cc1Cl)NCc1ccco1	1	-1.7	0.5	-8	-5	-2	-3	23	-3	111
CCCCC1C(C#N)=C(C)NC2=C1C(=O)CC(C)(C)C2 (stereo not given)	3	-2.4	4.9	0	-69	2	1	-3	2	101
Cc1cc(C)n(CC(O)CN2C(=O)NC(C)(C)C2=O)n1 (stereo not given)	-10	0.6	-4.7	5	-4	-3	7	24	1	100
CN(Cc1ccccc1)c1ccc(C(CC(N)=O)NC(=O)c2ccccc2)cc1[N+](=O)[O-] (stereo not given)	.	-0.7	-0.3	2	-1	0	3	24	5	99
O=C(CCl)Nc1cccc(S(=O)(=O)N2CCCCCC2)c1	5	-1.0	-1.6	-9	2	-8	-5	17	-1	99
O=C1OCCC1N1C(=O)c2ccccc2S1(=O)=O (stereo not given)	-3	0.3	1.9	-11	0	-5	-7	-3	0	106
CCc1cccc(NC(=O)CCNS(=O)(=O)c2ccc3[nH]c(=O)oc3c2)c1	3	-1.1	0.5	0	-1	40*	4	-9	1	.
O=C(Nc1ccc(/C=C/c2nc3ccccc3o2)cc1)c1c(F)cccc1F	-1	-0.4	-2.6	-5	-1	-1	-10	3	-2	110
CCn1c(=O)c2ccccc2n2c(SCC(=O)NCc3cccs3)nnc12	-4	-3.5	0.6	-5	1	.	-6	-5	1	103
Cn1nnnc1SCC(=O)Nc1ccccc1-c1ccccc1	-1	-1.8	32	-9	6	-3	-5	22	-4	111
CCC1=C(OC(=O)N(CC)CC)N2C(=O)OC(=NCC(=O)OC)[C@]2(Cc2ccccc2)[C@H]2C1=CC[C@H]1C(=O)N(c3ccccc3)C(=O)[C@H]12	.	-0.9	2.0	-6	-9	1	-4	-2	-6	100

Assay outcomes (PubChem)
